Bioassay records from PubChem BioAssay.
INS-1E GSIS act = primary screen for activators of insulin secretion dependent on glucose, INS-1E cells, GLuc reporter luminescence; INS-1E GLuc reporter insulin secretion, 2-3 h; activation, % at 16.6 µM; 0.61% of 370,000 active; AID 743287;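 active means lowest replicate activation of at least 40%, so every replicate reaches that level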;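 further: 0% = median of neutral control wells and 100% = median of IBMX positive control wells; some compounds called inactive have numbers as strong as hits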
Xi reactivation = X-chromosome reactivation activator. XiGFP mouse fibroblasts, % GFP-positive cells imaging, 3 d; cells co-treated with 5-aza-dC sensitizer; scaled so ellipticine positive control = 100%. activation, % at 7.58 µM. 0.055% of 360,000 active. AID 743238;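 active means mean normalized replicate activation at least 10% and every replicate at or above 10%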;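 further: 0% = median of on-plate neutral control wells and 100% = ellipticine 6 µM median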
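System: SV40-immortalized XiGFP fibroblast cells, line 68-5-11 / Incubation: 3-day compound exposure, then 15 min fixation at room temperature / Compound: single concentration per compound, delivered by pin transfer / Buffer or medium: DMEM plus 5-aza-dC sensitizer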
Starred values were filed as active, the others as inactive. A portion of the library; count on the stated rates, not on these rows.

SMILES	INS-1E GSIS act	Xi reactivation
COc1ccccc1NC(=O)N1CC(=O)N2[C@@H](CO)[C@@H](c3ccc(C#CCC(C)C)cc3)[C@@H]2C1	-2.4	0.5
Cc1ccc(O)c(-c2cc(C(=O)Nc3ccc(S(=O)(=O)Nc4nc(C)cc(C)n4)cc3)[nH]n2)c1	0.1	0.5
COc1cc(/C=N/NS(=O)(=O)c2ccc(C)cc2)ccc1OCc1ccc(C(=O)O)cc1	1.2	0.1
CCn1c(SCC(=O)N/N=C/C=C/c2ccco2)nnc1-c1ccc(OC)cc1	15.4	-0.2
CCc1cccc(NC(=O)Cc2ccc([N+](=O)[O-])cc2)c1	9.0	-0.1
CCOC(=O)N1CCN(S(=O)(=O)c2ccc(C(=O)Nc3nnc(CSC)o3)cc2)CC1	6.4	0.1
CCOC(=O)c1ccc(NC(=O)CC2S/C(=N/N=C/c3c[nH]c4ccccc34)NC2=O)cc1 (configuration not stated)	-1.8	0.0
COCCn1c(=NC(C)=O)sc2cc([N+](=O)[O-])ccc21	8.8	0.3
Cc1oc2nc(SCC(=O)N3CCCCC3)nc(N)c2c1C	11.4	0.4
Cc1ccccc1C1(CCN2CCCCC2)CCOC(C)(C)C1 (configuration not stated)	16.3	0.2
Cc1[nH]c2ccccc2c1CN1CCC(CO)(Cc2ccccc2)CC1	-9.9	0.1
O=S(=O)(Nc1ccc(N2CCOCC2)cc1)c1ccc2ccccc2c1	-3.8	0.0
CCC(=O)Nc1ccc2c(c1)OC[C@@H](C)N(C(=O)Cc1ccccn1)C[C@H](C)[C@H](OC)CN(C)C2=O	-1.5	0.0
C[C@@H]1CN([C@@H](C)CO)C(=O)c2ccccc2-c2ccccc2CO[C@@H]1CN(C)S(=O)(=O)c1cn(C)cn1	17.8	0.4
CCOc1ccc(-n2nc3c(=O)[nH]nc(C)c3c2C)cc1	10.2	-0.1
COC(=O)c1ccc(NC(C(=O)OC)C(C)C)c([N+](=O)[O-])c1 (configuration not stated)	-5.1	0.0
C[C@@H]1CN([C@@H](C)CO)C(=O)c2ccccc2-c2ccccc2CO[C@@H]1CN(C)Cc1ccc(-c2ccccc2)cc1	-21.7	0.3
COCCn1c(=NC(=O)c2cccs2)sc2cc(NC(C)=O)ccc21	6.6	0.0
CC[n+]1ccc(C[n+]2ccccc2)c2ccccc21	10.1	0.3
Cn1c(=O)c2ncn(CC(=O)N/N=C/c3ccco3)c2n(C)c1=O	-5.3	0.0
O=C1N[C@H](Cc2ccccc2)COCc2cnnn2CC[C@@H]1Cc1ccc(-c2ccccc2)cc1	-7.7	0.3
Cc1ccc(-c2cc(C(=O)O)c3sc(N4CCCCC4)nc3n2)cc1	9.4	-0.1
CS(=O)(=O)Nc1cccc(C2=NN(S(C)(=O)=O)C(c3ccc4c(c3)OCO4)C2)c1 (configuration not stated)	9.2	0.0
CCOC(=O)N1CCN(C(=S)NC(=O)c2cncc(Br)c2)CC1	4.0	0.6
O=c1cc(NCc2ccccc2)nc2n1CCCS2	-8.5	0.0
Cc1c(N2C(=O)/C(=C\c3ccc(N(C)C)cc3)N(C)C2=S)c(=O)n(-c2ccccc2)n1C	-33.0	0.1
CCCCOC(=O)C1=C(C)NC(=O)NC1c1ccc([N+](=O)[O-])s1 (configuration not stated)	-0.1	0.2
CSCC[C@H](NC(=O)COc1ccc(Cl)cc1)c1nc2ccccc2[nH]1	-15.1	0.0
Cc1ccccc1-c1nsc(SCC(=O)Nc2ccc3c(c2)OCO3)n1	-7.2	-0.1
CC(C)(C)c1nnc(NC(=O)Cc2ccccc2[N+](=O)[O-])s1	10.1	0.0
CCN(CC)S(=O)(=O)c1cccc(NC(=O)c2cc(-c3cccs3)nn2-c2ccccc2)c1	-21.8	-0.1
Cc1ccc(C(=O)NC2(C(F)(F)F)NC(=O)N(c3ccc(Cl)cc3)C2=O)cc1 (configuration not stated)	6.2	0.2
CC(/C=C/c1ccccc1)=N/NC(=O)CCC(=O)Nc1ccccc1C	16.8	0.1
COc1ccc(OC)c(CN(CCN2CCOCC2)C(=O)Nc2cccc(Cl)c2)c1	5.7	0.1
CCOC(=O)CNc1nc2ccccc2n2c(C)nnc12	18.7	0.1
COc1ccc2c3c([nH]c2c1)[C@H](CO)N(C(=O)c1cccc(F)c1)CC31CCN(C(C)=O)CC1	25.5	0.4
CC(C)CC#Cc1ccc([C@H]2[C@H]3CN(C(=O)NC(C)C)CC(=O)N3[C@H]2CO)cc1	-11.0	0.0
C/C(=N\N=C\c1ccc(N(C)C)cc1)c1cccc([N+](=O)[O-])c1	-5.0	0.4
COc1ccc(COCC(O)CN2CCC(CN3C(=O)c4cccc5cccc(c45)C3=O)CC2)cc1OC (configuration not stated)	5.4	0.1
NC(=O)c1ccc(Oc2ccc(Cl)c3ccccc23)c([N+](=O)[O-])c1	-19.0	0.3

Looked up above.
`CC(C)(C)c1nnc(NC(=O)Cc2ccccc2[N+](=O)[O-])s1` – Xi reactivation = 0.0
`CCN(CC)S(=O)(=O)c1cccc(NC(=O)c2cc(-c3cccs3)nn2-c2ccccc2)c1` – Xi reactivation = -0.1

More entries.
SMILES	INS-1E GSIS act	Xi reactivation
CC(=O)N(C)C[C@@H]1Oc2ccc(NC(=O)NC(C)C)cc2C(=O)N(C)C[C@@H]1C	1.6	0.1
O=C(Nc1ccc[n+](CC(=O)c2cccc3ccccc23)c1)c1ccccc1	-6.2	0.4
O=C1N[C@@H](Cc2ccccc2)COCc2cn(nn2)CC[C@@H]1Cc1cccc(F)c1	-0.2	0.4
CC1(CCc2ccccc2)NC(=S)N(c2ccc(Cl)cc2)N1 (configuration not stated)	5.3	0.0
Cc1ccccc1C(=O)NNC(=S)NC(=O)c1ccccc1	8.4	0.0
CC(CCc1ccccc1)NC(=O)COC(=O)CC1CC2CCC1C2 (configuration not stated)	-10.8	0.0
CCC(=O)Oc1ccc(C(=O)Nc2cccc(C(=O)NC(C)(C)C)c2)cc1	11.0	0.1
Cc1cc(C)c(C)c(OCCCOc2cccc3cccnc23)c1	14.1	0.1
Cc1ccc(CNc2ccc(S(=O)(=O)N3CCOCC3)cc2[N+](=O)[O-])cc1	-12.9	0.3
O=c1[nH]c(/C=C/c2ccc(OC(F)F)cc2)nc2c1cnn2-c1ccccc1	85.1*	0.0
C[C@@H]1CCCCO[C@@H](CN(C)C(=O)Nc2ccccc2)[C@H](C)CN([C@@H](C)CO)C(=O)c2cc(NC(=O)Nc3ccc(C(F)(F)F)cc3)ccc2O1	11.0	0.2
N#Cc1ccccc1NC(=O)COC(=O)CCc1ccc(S(=O)(=O)N2CCCCC2)cc1	2.7	2.4
COc1ccc(CC(=O)Nc2ccc(C(=O)Nc3ccccc3C(=O)O)cc2)cc1OC	0.2	0.1
CCc1ccccc1N/C(=N\S(=O)(=O)c1ccccc1)C(F)(F)F	26.4	0.0
CCCn1nc(NC(=O)c2ccco2)c2cc3ccccc3nc21	44.9*	0.3
C[C@@H]1CN(C)C(=O)c2cc(N(C)C)ccc2O[C@H]1CN(C)C	-4.0	0.2
Cc1ccc2nc(NC(=O)Cn3nc(C)c([N+](=O)[O-])c3C)sc2c1	1.2	0.0
CC(=O)NC(CCCN1C(=O)c2ccccc2C1=O)c1nnn(C)n1 (configuration not stated)	20.7	0.0
CCCCn1c(-c2csc(CC)c2)n[nH]c1=S	8.1	0.3
CC1CCc2cc(F)ccc2N1S(=O)(=O)c1ccc(Cl)nc1 (configuration not stated)	-22.1	0.4

In the list so far, 2 have a tert-butyl group.
SMILES	INS-1E GSIS act	Xi reactivation
CC(C)(C)c1nnc(NC(=O)Cc2ccccc2[N+](=O)[O-])s1	10.1	0.0
CCC(=O)Oc1ccc(C(=O)Nc2cccc(C(=O)NC(C)(C)C)c2)cc1	11.0	0.1

Remaining list, next part.
SMILES	INS-1E GSIS act	Xi reactivation
CC(C)NC(=O)N(C)C[C@@H]1Oc2ccc(NS(C)(=O)=O)cc2C(=O)N(C)C[C@@H]1C	-5.1	0.2
CC(C)C[C@H]1COCc2cn(nn2)CC[C@@H](C)C(=O)N1	1.0	0.2
CN(C)CC(=O)N1[C@@H](CO)[C@H](c2ccccc2)C12CN(C(=O)c1ccc(F)cc1)C2	8.5	0.1
CN(C)S(=O)(=O)c1ccc(Nc2nc(C3CC3)nc3c2nnn3Cc2ccccc2Cl)cc1	0.3	0.0
N#C[C@H]1[C@@H](c2ccccc2-c2ccccc2)[C@H](CO)N1C(=O)Cc1ccccc1	-13.3	0.2
C[C@H]1CN(C)C(=O)c2cccc(N(C)C)c2O[C@H]1CN(C)C	0.7	-0.1
Cc1ccc(CNC(=O)COC(=O)CSc2cc(C)c(Br)cc2C)cc1	10.0	0.3
O=C(CN1C(=O)C2C3C=CC(C3)C2C1=O)Nc1ccc(S(=O)(=O)N2CCCCC2)cc1 (configuration not stated)	-1.7	0.0
Cc1cc(C)nc(N(C#N)Cc2cccc([N+](=O)[O-])c2)n1	-1.5	0.0
CC(C)NC(=O)N(C)C[C@@H]1Oc2ccc(N(C)C)cc2CC(=O)N(C)C[C@@H]1C	14.1	0.2
COc1ccc(NCC(=O)N/N=C/c2ccc3c(c2)OCCO3)cc1	8.2	0.0
CCCNC(=O)N1CC(=O)N2[C@H](C1)[C@@H](c1ccc(C#Cc3ccccc3)cc1)[C@@H]2CO	18.0	0.0
CC(=O)Nc1ccc(OCC(O)CN2C(C)CCCC2C)cc1 (configuration not stated)	11.5	0.1
C[C@H]1CN(C)C(=O)Cc2ccccc2O[C@H]1CN(C)C(=O)OC(C)(C)C	-4.4	0.3
CC(=O)N(C)C[C@@H]1Oc2ccc(N(C)C)cc2CC(=O)N(C)C[C@H]1C	7.1	0.2
Cc1ccc(/C=N/NC(=O)CSc2nnc(-c3ccc(Cl)cc3)n2-c2ccccc2)o1	-13.0	0.0
COc1ccc(C[C@@H]2CCn3cc(nn3)COC[C@H](C)NC2=O)cc1	10.6	-0.1
O=C(O)c1ccc(CSc2nc(-c3ccccc3)cc(C(F)(F)F)n2)cc1	-0.5	0.0
CCOC(=O)c1cc(-c2ccc(N3CCOCC3)cc2)nn1-c1ccc(F)cc1F	25.1	0.2
COc1ccc2c3c(n(C)c2c1)[C@@H](CO)NCC31CN(Cc2ccccc2F)C1	11.9	0.2

Retrieved by structure from the entries so far, three records:
SMILES	INS-1E GSIS act	Xi reactivation
C[C@@H]1CN([C@@H](C)CO)C(=O)c2ccccc2-c2ccccc2CO[C@@H]1CN(C)Cc1ccc(-c2ccccc2)cc1	-21.7	0.3
C[C@H]1CN(C)C(=O)Cc2ccccc2O[C@H]1CN(C)C(=O)OC(C)(C)C	-4.4	0.3
COc1ccccc1NC(=O)N1CC(=O)N2[C@@H](CO)[C@@H](c3ccc(C#CCC(C)C)cc3)[C@@H]2C1	-2.4	0.5

Remaining list, next part:
SMILES	INS-1E GSIS act	Xi reactivation
CC(C)CNS(=O)(=O)c1ccc(OCC(=O)Nc2ccc3c(c2)OCCO3)cc1	-7.5	0.0
O=c1c2ccccc2nc(SCc2cc([N+](=O)[O-])cc3c2OCOC3)n1-c1ccccc1	-27.5	0.3
Cc1ccc(C(=O)NNC(=O)c2ccco2)cc1	-3.1	0.0
CC/C(=N/Nc1cccc(C)c1)c1cnnc(SC)n1	31.1	6.5
Cc1ccc(NC(=O)c2ccoc2C)cc1C	-8.9	0.1
COc1ccc(C(NC(=O)c2ccccc2F)NC(=O)c2ccccc2F)cc1	-4.5	0.0
O=C1NCCCOCc2cn(nn2)CC[C@H]1Cc1ccc(-c2ccccc2)cc1	19.0	0.2
C[C@@H]1CN(C)C(=O)c2cccnc2O[C@@H]1CN(C)C	10.4	0.4
COc1cc(NC(=O)CSc2nc3ccccc3cc2C)c(C(=O)O)cc1OC	5.1	-0.1
CC(=O)/C(=C/c1ccc(N(C)C)cc1)C(=O)c1ccccc1	0.8	0.2
O=C(COc1ccc(C(=O)c2ccccc2)cc1)NCc1ccc(F)cc1	-25.6	0.5
CCOc1ccccc1/C=N/NC(=O)c1cccc(Cl)c1	2.2	-0.1
Cc1c(C(=O)NCc2ccco2)cccc1[N+](=O)[O-]	-4.0	1.5
O=C(Nc1nccs1)c1cccc(N2C(=O)C3C4C=CC(C4)C3C2=O)c1 (configuration not stated)	15.3	0.1
Cc1[nH]c2ccc3ncccc3c2c1C	9.9	0.4
COc1ccccc1OCCNC(=O)/C=C/c1ccc([N+](=O)[O-])cc1	-6.2	-0.1
COc1cccc(-c2ccc(C3[C@@H]4CN(S(=O)(=O)c5cccc(Cl)c5)C[C@H]3N4)cc2)c1 (some centres not stated)	7.1	0.0
CC(OC(=O)c1cc(S(=O)(=O)Nc2ccc(F)cc2)ccc1Cl)C(=O)Nc1ccc2c(c1)OCCO2 (configuration not stated)	-23.5	0.0
COc1ccc(/C=N/Nc2ncnc3sc(C)c(C)c23)cc1	1.4	0.0
COc1ccc(Br)cc1CNc1ccc(S(N)(=O)=O)cc1	9.2	0.2
COC(=O)c1ccc(CN2CC(=O)N3[C@H](CO)[C@H](c4ccc(-c5ccccc5)cc4)[C@@H]3C2)cc1	-24.8	0.2
CC(C)NC(=O)N(C)C[C@H]1Oc2ncccc2C(=O)N(C)C[C@H]1C	13.3	0.3
C/C(=N/NC(=O)C1CCCCC1)c1ccc([N+](=O)[O-])cc1	-5.1	-0.1
Cc1cc(C(=O)N2CCN(c3ccc([N+](=O)[O-])cc3)CC2)no1	19.1	-0.1
Cc1cc(Oc2ccc(-c3nnc(-c4ccccc4)o3)cc2[N+](=O)[O-])ccc1Cl	14.4	-0.1
Cc1ccnc(Sc2ccc([N+](=O)[O-])cn2)n1	1.1	0.1
CC(C)(C)c1ccc(C(=O)N/N=C2\C3CN4CCN(C3)CC2(c2ccccc2)C4)cc1	-5.4	0.0
CC(OC(=O)c1cc(Cl)ccc1[N+](=O)[O-])C(=O)NC(C)c1ccc(F)cc1 (configuration not stated)	-24.0	0.5
COc1ccc(NC(=O)COC(=O)CNS(=O)(=O)c2ccc(C)cc2)c(OC)c1	-14.8	0.0
